CHRM1 agonist: human M1 muscarinic receptor agonists, primary screen, Fluo-8 calcium fluorescence, CHO-K1 cells, HTS; Muscarinic acetylcholine receptor M1 (Homo sapiens), P11229; CHO-K1 hM1, agonist mode; 0% DMSO, 100% acetylcholine EC100; activation, % at 3 µM; 360,000 compounds, 0.33% hits;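 active = activation above the run's mean compound activation plus 3 SD, cut at about 16% in these data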;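 note: peak over basal fluorescence ratio within a 140 s kinetic read after compound addition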
Target sequence (P11229 whole entry, looked up): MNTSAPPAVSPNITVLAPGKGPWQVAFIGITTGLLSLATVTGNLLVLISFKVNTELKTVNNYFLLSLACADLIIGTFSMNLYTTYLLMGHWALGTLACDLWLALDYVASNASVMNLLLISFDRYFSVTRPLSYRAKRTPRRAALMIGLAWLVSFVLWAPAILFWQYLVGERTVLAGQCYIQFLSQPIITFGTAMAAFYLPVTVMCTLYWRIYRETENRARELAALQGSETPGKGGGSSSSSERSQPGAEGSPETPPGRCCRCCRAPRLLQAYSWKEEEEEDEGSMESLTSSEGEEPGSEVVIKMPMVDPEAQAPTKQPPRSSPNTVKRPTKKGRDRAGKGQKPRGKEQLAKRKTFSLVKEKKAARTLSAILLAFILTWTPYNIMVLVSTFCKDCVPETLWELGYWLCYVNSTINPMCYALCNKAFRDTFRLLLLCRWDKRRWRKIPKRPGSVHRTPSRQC
CHO-K1 Ca antag: M1 antagonist counterscreen hit in parental CHO-K1 cells; ATP-induced calcium, Fluo-8 fluorescence; inhibition, % at 3 µM; 360,000 compounds, 0.6% hits; AID 602250;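 active = inhibition above a per-plate cutoff, the plate's mean sample inhibition plus 3 SD, cut at about 24% in these data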;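 note: 0% = DMSO plus EC80 ATP and 100% = DMSO alone without ATP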
CHO parental Ca: ATP-evoked calcium signal inhibitors, parental CHO, primary screen, counter-screen for OX1R antagonist project, cell-based, fluorescence, Fluo-8 calcium dye | parental CHO-K1, ATP-induced calcium, Fluo-8 fluorescence | inhibition, % at 5.6 µM | 330,000 compounds, 0.63% hits | AID 463079, 2010;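 active = inhibition above that plate's mean sample inhibition plus 3 SD, cut at about 26% in these data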;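 note: 0% = ATP-challenged DMSO wells and 100% = DMSO wells without ATP; some compounds past the cut are filed as inactive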
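Test system: untransfected parental CHO cell line; also added: ATP stimulus; dosing: 5.6 µM, single dose; signal: calcium-sensitive Fluo-8 fluorescence; measure: percent inhibition of ATP-evoked calcium rise, normalized to controls; benchmarks: low control ATP plus DMSO, high control DMSO only; replication: one well per compound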
TAAR1 antag: human TAAR1 antagonists, primary screen, Fluo-8 calcium fluorescence, CHO RD-HGA16 cells; Trace amine-associated receptor 1 (Homo sapiens), Q96RJ0; antagonist; inhibition, % at 3 µM; 360,000 compounds, 1.5% hits; AID 624466, 2012;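 active = inhibition above a per-plate cutoff, the mean inhibition of test compounds on that plate plus 3 SD, cut at about 49% in these data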;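 note: 0% = DMSO plus EC80 beta-PEA response and 100% = DMSO alone without agonist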
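test system = CHO RD-HGA16 cells bearing hTAAR1 | replication = singlicate | controls = DMSO-only wells and EC80 β-PEA-stimulated wells | reagent = EC80 β-phenethylamine stimulus | read-out basis = percent inhibition of PEA-evoked calcium signal, max/basal emission ratio | schedule = seeding 17-24 h prior, 75-min 37 °C, 30-min RT dye loading | signal = kinetic Fluo-8 calcium fluorescence measurement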
M1 ag parental: counter-screen for M1 agonists: effect in parental CHO-K1 cells; Fluo-8 calcium fluorescence; scaled to maximal ATP response, vehicle zero; activation, % at 3 µM; 360,000 compounds, 0.48% hits; in the data active = activation above about 15%;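 note: untransfected CHO-K1 host cells lacking M1 receptor as counterscreen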
V1aR counter: agonists of human V1a receptor, primary screen, counter-screen for OXTR agonist project, fluorescence, CHO-V1R cells | Vasopressin V1a receptor (Homo sapiens), P37288 | activation, % at 3 µM | 320,000 compounds, 0.25% hits | Fluo-8 calcium fluorescence, agonist mode; 0% DMSO, 100% 3 nM vasopressin | AID 2797, 2010;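 active = activation above the mean activation of all tested compounds plus 3 SD, per screening run, cut at about 20% in these data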;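 note: signal is peak over basal fluorescence ratio across a 100 second FLIPR read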
Target sequence (P37288 whole entry, looked up): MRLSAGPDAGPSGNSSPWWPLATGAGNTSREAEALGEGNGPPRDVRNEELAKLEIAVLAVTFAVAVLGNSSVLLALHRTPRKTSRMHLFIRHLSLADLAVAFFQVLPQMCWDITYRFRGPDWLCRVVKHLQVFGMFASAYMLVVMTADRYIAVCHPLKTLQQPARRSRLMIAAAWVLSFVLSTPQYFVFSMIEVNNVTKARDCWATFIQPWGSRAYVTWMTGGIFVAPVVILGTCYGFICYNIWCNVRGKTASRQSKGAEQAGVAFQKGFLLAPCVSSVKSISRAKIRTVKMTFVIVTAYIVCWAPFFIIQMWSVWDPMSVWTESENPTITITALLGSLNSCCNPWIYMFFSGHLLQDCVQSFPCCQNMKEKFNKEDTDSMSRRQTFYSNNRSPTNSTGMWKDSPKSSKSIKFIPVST
OXTR potentiator: human OXTR potentiators, primary screen, fluorescence, CHO-OTR cells, Fluo-8 calcium | Fluo-8 calcium fluorescence, potentiator mode; 0% = oxytocin EC15, 100% = EC100 | activation, % at 3 µM | 320,000 compounds, 0.061% hits;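 active = activation above that plate's cutoff, the mean activation of tested compounds plus 3 SD, cut at about 6.6% in these data, passing the limit was not always enough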;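 note: 100% uses oxytocin at 75 nM as the full agonist control; some results filed as inactive read as strong as hits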
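Material: human OTR in CHO cells. Compound: 3.0 µM, one dose. Timing: compound 6 min at room temperature before oxytocin, 100 s read. Evaluation: % activation of max/min ratio relative to oxytocin controls. Replication: single well per compound, singlicate. Signal: Fluo-8 calcium dye fluorescence.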
M1 PAM parental: nonselective calcium activators in parental CHO-K1 cells, primary screen, counter-screen for M1 PAM project, cell-based, Fluo-8 calcium fluorescence, full deck, 1536-well; ATP EC20; 0% at ATP EC20, 100% at ATP max; activation, % at 3 µM; 360,000 compounds, 0.02% hits; AID 602247, 2012;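 active = activation above the run cutoff, the mean activation of all test compounds plus 3 SD, cut at about 40% in these data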;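 note: peak over basal fluorescence ratio in a 140 s read after ATP addition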
TAAR1 ag: human TAAR1 agonists, primary screen, Fluo-8 calcium fluorescence, CHO RD-HGA16 cells. Trace amine-associated receptor 1 (Homo sapiens), Q96RJ0. vehicle wells 0%, saturating PEA agonist 100%. activation, % at 3 µM. 360,000 compounds, 0.99% hits;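 active = activation above the mean activation of all test compounds in the run plus 3 SD, cut at about 38% in these data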
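Test system: RD-HGA16 (CHO) cells co-expressing Gα16 and hTAAR1 | Doses: Single dose, 3 µM | Schedule: 17-24 h seeding, 75 min 37 °C dye, 30 min RT | Evaluation: % activation from peak over basal fluorescence ratio, DMSO-to-PEA scaled | Technique: Kinetic Fluo-8 calcium fluorescence | Benchmarks: Low control DMSO, high control PEA (EC100)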
* = called active by the depositor; · = not tested or not shown.

SMILES	CHRM1 agonist	CHO-K1 Ca antag	CHO parental Ca	TAAR1 antag	M1 ag parental	V1aR counter	OXTR potentiator	M1 PAM parental	TAAR1 ag
O=C(NCC(c1ccc(F)cc1)N1CCOCC1)c1ccccc1F (configuration not stated)	-1.2	4.3	-4.5	-22.3	-0.1	-0.8	6.0	-6.3	0.3
CC(=O)N1CCN(c2ccc(NC(=O)c3ccco3)cc2Cl)CC1	-1.4	6.6	-7.6	-5.0	0.9	1.7	0.3	-24.0	3.7
COc1ccc(Br)c(C(=O)OCC(=O)NC2CCCCCCC2)c1	-5.3	4.1	·	16.9	2.3	·	·	-2.8	1.1
COc1ccc(C2=NOC(COc3ccc([N+](=O)[O-])cc3)C2)cc1 (configuration not stated)	-4.8	3.9	-10.5	-3.0	1.5	-0.6	-7.0	8.5	3.0
Cc1oc(-c2ccccc2Cl)nc1CSCC(=O)N1CCCC1	-5.5	-16.9	-9.7	-1.7	1.4	-0.5	0.9	18.1	11.5
CN(CCc1ccccc1)C(=O)c1ccc(NC(=O)Cc2cccc(NC(=O)C3CCN(C(=O)C4CCC4)CC3)c2)cc1	2.0	-13.4	·	-6.1	0.6	·	·	15.6	4.3
COc1ccc(CSc2nnc3[nH]c(=O)cc(N)n23)cc1	-2.0	6.9	-4.2	15.3	-0.5	0.2	1.3	6.5	1.8
Cc1ccc(NC(=O)c2cc([N+](=O)[O-])ccc2N2CCOCC2)cc1S(=O)(=O)N(C)C	-5.0	-13.2	-6.5	-9.7	2.8	-0.8	2.5	12.6	4.4
CS(=O)(=O)NCc1ccc(C(=O)NC2CCCCC2)cc1	-4.2	-0.1	-1.3	·	0.1	-0.1	2.3	5.5	·
CCOC(=O)C1CCCN(C(=O)C2CCCN(S(=O)(=O)c3ccc4c(c3)oc(=O)n4C)C2)C1 (configuration not stated)	-2.5	8.2	8.5	-5.4	-0.4	1.0	-7.0	-6.1	4.9
S=C(Nc1ccc(Nc2ccccc2)cc1)NC1CCCCCC1	-8.8	-14.7	-8.1	23.2	2.8	2.8	-11.3	25.4	9.6
Brc1ccccc1-c1ccccc1	7.6	-9.5	-3.2	3.5	-0.6	0.5	-4.4	9.7	-0.4
COCOc1cccc(CN2CCC2(C)C(=O)NCCNC(C)=O)c1 (configuration not stated)	-2.6	-12.1	·	-2.3	0.5	·	·	14.7	2.6
CC1(C)Cc2noc(N)c2C(C)(C)N1O	-2.7	24.8*	-5.8	9.1	-0.1	-0.3	-6.1	-7.8	3.2
CCN1CCN(c2oc(-c3ccc([N+](=O)[O-])cc3)nc2C#N)CC1	-4.2	-5.3	-37.8	5.7	0.0	0.6	-4.5	7.8	0.8
CC1CCN(C2=C(NS(=O)(=O)c3ccccc3)C(=O)c3ccccc3C2=O)CC1	-5.5	-10.4	-25.6	-1.1	-0.9	-1.3	-2.3	6.4	-4.2
Cc1cc(C)c2nc(C)cc(N/N=C/c3ccc(O)cc3)c2c1	-9.1	-5.3	-17.8	-5.9	-0.4	-0.1	-4.7	8.4	-0.1
CCOC(=O)c1sc(N)c(C(N)=O)c1C	-7.8	-2.7	-18.0	-4.5	-0.3	1.1	0.2	3.6	9.7
O=C(COc1ccc(F)cc1Cl)Nc1cc(S(=O)(=O)N2CCOCC2)ccc1N1CCCCC1	-0.8	9.2	-0.8	-20.6	-0.1	0.0	-0.7	-14.9	0.2
O=C(CCN1C(=O)c2ccccc2C1=O)Nc1cccc(S(=O)(=O)NC2=NCCC2)c1	-5.9	-26.1	-5.2	-5.7	0.6	0.7	5.1	23.5	-0.2
N/C(=N\OC(=O)Cc1cccs1)c1ccc(Cl)cc1	-3.9	-4.0	-8.6	4.2	0.9	1.2	-11.2	16.4	9.5
Cc1nn(Cc2ccccc2Cl)c(C)c1C(=O)N1CCN(c2ccccc2)CC1	0.2	6.8	-15.3	28.3	1.2	3.9	-17.0	1.3	6.2
CCC1=Nc2ccc(Br)cc2C(c2ccccc2)N1CC(=O)OC (configuration not stated)	-1.5	0.4	-31.4	3.0	0.7	3.0	-10.4	2.6	0.7
NS(=O)(=O)c1ccc(NC(=O)c2ccc3nccnc3c2)cc1	-2.7	-1.3	-0.3	-21.5	0.2	-0.1	-6.3	-4.2	-0.2
Cc1cc(=O)[nH]c(SCCOc2ccc3c(c2)CCC3)n1	-1.1	-1.1	-7.2	-4.9	0.6	0.3	-3.2	-2.4	3.9
CCOC(=O)Cc1csc(NC(=O)CSc2nc3sc(C(=O)O)c(C)c3c(=O)[nH]2)n1	0.0	-21.7	-0.2	17.3	0.9	-0.8	-8.9	20.0	-1.0
COc1ccc([C@H]2CC(=O)C=C(c3c(C)cc(C)cc3C)C2)cc1	-1.6	-22.9	-33.0	26.3	0.0	2.0	-2.4	23.1	10.3
O=C(Nn1cnnc1)c1ccccc1CCc1ccccc1	-2.0	8.4	11.0	6.3	-0.5	0.9	-12.5	-9.9	-1.3
Nc1cc(=O)[nH]c(SCC(=O)Nc2ccc(N3CCCCC3)cc2)n1	-4.9	-24.3	-5.5	5.1	0.8	0.2	-4.3	27.1	5.7
C=CCOc1ccc(CNc2nn[nH]n2)cc1OC	-3.2	-5.0	-4.9	-4.1	0.1	-0.4	-4.7	16.9	-1.3
O=C(O)CC(c1ccc(Cl)cc1)N1C(=O)CCC1=O (configuration not stated)	-2.7	-2.5	-7.6	-7.7	0.2	-0.7	-0.5	15.9	13.6
COc1ccc(/C=N/NC(=O)c2c(C)nc3ccc(Cl)cn23)cc1OC	12.3	10.2	-22.1	5.5	13.5	0.3	-10.0	-11.9	5.3
CN(C)c1ccc(C(=O)OCc2cc(=O)n3ccsc3n2)cc1	0.5	-8.5	-13.6	-12.2	1.5	0.8	-7.1	20.4	1.6
O=C1/C(=C/c2cccnc2)SC(=S)N1Nc1ccccc1	0.0	-6.4	-15.4	-8.4	0.5	-0.1	-7.4	-5.6	-0.4
Cc1ccc(CCNC(=O)CCNS(=O)(=O)c2ccc3c(c2)c(=O)n(C)c(=O)n3C)cc1	-7.5	-13.2	-23.4	3.2	2.0	0.1	-3.8	16.6	4.3
Cc1ccc(S(=O)(=O)NN2C(=O)c3ccccc3NC2c2ccccc2)cc1 (configuration not stated)	-11.1	-7.0	-12.8	8.3	0.2	-1.2	-11.7	29.7	0.7
COc1cc2c(cc1OC)C(c1cc(OC)c(OC)cc1[N+](=O)[O-])N(C(C)=O)CC2 (configuration not stated)	-9.7	-6.8	-17.4	-6.6	1.1	-1.5	-1.4	9.2	0.1
O=C1NC[C@H](Cc2ccccc2)N(CC2CCN(CCC3CCCC3)CC2)C1=O	-9.3	-3.9	·	-8.2	0.3	·	·	8.1	1.8
COc1ccccc1/C=N/NC(=O)CC(=O)NCc1cccnc1	-2.1	-13.1	-3.9	-17.1	0.7	-0.1	-4.3	11.3	4.4
COC(=O)c1cccc(C23CC4(C2)[C@H](CN(CC2CCCCC2)[C@@H]4c2ccccc2)C3c2ccccc2)c1 (some centres not stated)	-5.6	-14.0	-19.3	15.0	0.4	-0.5	-1.8	16.1	0.9
Cc1cccc(OCC(=O)NS(=O)(=O)c2ccc(Br)cc2)c1	3.5	-10.0	-4.7	-13.9	0.4	0.4	-4.9	6.4	0.0
COc1cc(/C=C/C(=O)OCC(=O)N2CC(C)OC(C)C2)ccc1OCC#N (configuration not stated)	-0.9	-4.4	·	-9.9	0.3	·	·	9.2	2.4
NC(=O)C1(N2CCCCC2)CCN(Cc2ccccc2Cl)CC1	-10.4	-6.9	-22.3	5.0	1.3	0.4	-0.1	9.3	5.6
CN(Cc1ccccc1)C(=O)CN1CCN(C(c2ccccc2)c2ccccc2)CC1	0.7	-6.0	-26.9	-39.8	0.6	-1.6	-3.0	12.3	-1.1
O=S(=O)(NCc1cccnc1)c1cc(Cl)ccc1Cl	-2.7	-6.7	-5.7	·	0.9	1.6	0.4	1.4	·
Cc1csc(CN(C)C(=O)CC2C(=O)NCCN2Cc2ccc(F)cc2Cl)n1 (configuration not stated)	-1.2	-0.6	-3.1	6.8	0.5	4.3	-1.5	-0.1	0.8
FC(F)(F)c1cccc(CON=C2CCN(c3ncc(C(F)(F)F)cc3Cl)CC2)c1	-2.5	-11.6	-15.8	3.3	0.5	-0.6	-4.0	5.9	6.5
CCOC(=O)CC1=C(C(=O)OCC)C(c2ccc(OC)cc2OC)C(C#N)=C(N)O1 (configuration not stated)	-2.8	2.8	-7.2	7.1	5.2	4.9	-10.4	15.0	7.1
CCCCc1ccc(N2C(=O)[C@@H]3C(CC(N)=O)NC4(C(=O)Nc5ccc(F)cc54)[C@@H]3C2=O)cc1 (some centres not stated)	-6.5	-23.0	-11.8	12.2	0.2	-0.8	-1.8	24.7	-1.0
Cc1cccc(OCCC(=O)NNC(=O)Cn2nc(C)cc2C)c1	-1.0	-11.5	-2.5	-24.3	1.2	0.9	-5.4	2.0	1.6

Next part.
SMILES	CHRM1 agonist	CHO-K1 Ca antag	CHO parental Ca	TAAR1 antag	M1 ag parental	V1aR counter	OXTR potentiator	M1 PAM parental	TAAR1 ag
Cc1c(C)c2c(OCC(=O)NCC3CCC(C(=O)O)CC3)cc3c(c2oc1=O)CCC(C)(C)O3 (configuration not stated)	0.7	-8.4	·	-17.6	0.3	·	·	7.6	0.4
Cn1nccc1C(=O)N1CCN(c2cccc(Cl)c2)CC1	-1.9	-7.8	-4.5	-16.6	1.9	3.1	-8.8	-7.1	4.5
Cc1nc(Nc2cccc(C(C)O)c2)c2nnn(Cc3ccccc3F)c2n1 (configuration not stated)	-2.6	-17.5	-7.7	0.7	5.7	1.0	-1.2	8.5	0.2
CC(=O)N1CCC(=NNC(=O)c2cccs2)CC1	-0.9	8.8	-14.6	6.4	-0.1	-0.6	-2.4	-4.2	-1.1

Bioassay records from PubChem.
